Source: PubChem BioAssay (several laboratories)
TDP2 absorb – blocks human TDP2 phosphodiesterase activity | AID 720702 | recombinant TDP2, T5PNP hydrolysis, p-nitrophenol absorbance 415 nm | inhibition, % at 12.8 µM | hit rate 0.34% among 370,000;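 active = inhibition above the mean of all tested compounds plus 3 SD, set per campaign, cut at about 25% in these data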;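 note: 0% = DMSO with enzyme and 100% = buffer with substrate but no TDP2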
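Test system: Human TDP2 enzyme | Reagent: 5 mM T5PNP | Compound dosing: 12.8 µM single point, 1% DMSO | Incubation: Enzyme reaction with compound for 2 h at 37 °C | Technique: p-Nitrophenol epi absorbance | Read-out: % inhibition relative to enzyme-containing and enzyme-free wells | Benchmarks: High control without enzyme, low control DMSO plus TDP2 | Replicates: Singlicate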
MBD2 inh – inhibitors of human MBD2 binding to methylated oligonucleotide | hit rate 0.31% among 370,000 | Q9UBB5 | inhibition, % at 4.4 µM | TR-FRET; in the data active = inhibition above about 13%
Target sequence (Q9UBB5 whole entry, looked up): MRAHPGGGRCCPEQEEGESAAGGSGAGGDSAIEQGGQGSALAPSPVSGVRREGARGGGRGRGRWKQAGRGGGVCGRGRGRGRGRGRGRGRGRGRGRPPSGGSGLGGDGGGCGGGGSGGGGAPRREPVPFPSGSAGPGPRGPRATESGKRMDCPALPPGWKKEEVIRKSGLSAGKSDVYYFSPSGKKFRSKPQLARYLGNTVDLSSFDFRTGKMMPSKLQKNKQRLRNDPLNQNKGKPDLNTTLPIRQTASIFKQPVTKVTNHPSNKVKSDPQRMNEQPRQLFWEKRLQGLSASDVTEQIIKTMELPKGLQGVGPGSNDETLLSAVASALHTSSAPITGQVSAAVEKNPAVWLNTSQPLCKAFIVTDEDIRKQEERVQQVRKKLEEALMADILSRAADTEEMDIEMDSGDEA
ABHD4 inh – inhibits mouse alpha/beta hydrolase domain 4; AID 720543; Q8VD66; hit rate 0.54% among 370,000; purified mABHD4, FP-Rh probe fluorescence polarization; inhibition, % at 8.92 µM;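 active = inhibition exceeding the mean over every tested compound plus 3 SD, cut at about 30% in these data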;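 note: 0% = plate median of compound wells and 100% = S159A mutant with DMSO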
Target sequence (Q8VD66 whole entry, looked up, the tested form may be a part): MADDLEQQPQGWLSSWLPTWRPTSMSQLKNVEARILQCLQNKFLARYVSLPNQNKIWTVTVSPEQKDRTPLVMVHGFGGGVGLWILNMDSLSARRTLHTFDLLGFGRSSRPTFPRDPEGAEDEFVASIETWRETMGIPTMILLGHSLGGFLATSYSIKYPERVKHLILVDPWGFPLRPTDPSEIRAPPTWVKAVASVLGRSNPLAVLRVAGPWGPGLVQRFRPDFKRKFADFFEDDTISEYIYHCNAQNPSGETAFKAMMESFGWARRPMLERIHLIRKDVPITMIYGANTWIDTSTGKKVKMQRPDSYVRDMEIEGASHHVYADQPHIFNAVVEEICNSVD
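Assay system: wild-type mouse ABHD4 protein; compound: single nominal dose of 8.92 µM, 0.89% DMSO final; schedule: 45 min + 60 min at 25 °C; measured by: FP readout, ex 525 nm / em 598 nm; evaluation: % inhibition of FP-Rh probe binding versus controls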
NPR2 activator – GC-B (human) receptor activation; P20594; activation, % at 10 µM; hit rate 0.11% among 370,000; HEK293-GC-B cells, CNP EC30, cGMP TR-FRET; 0% at EC30 CNP, 100% saturating CNP;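 active = activation at 10 µM reaching about 35% in either raw or pattern-adjusted values, limit read from the data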
rCAG RNA binder – molecules binding r(CAG) RNA repeats | r(CAG) RNA repeat, TO-PRO-1 dye displacement fluorescence | hit rate 1.3% among 370,000 | inhibition, % at 3 µM;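 active = inhibition above the plate cutoff, the mean of all test compounds on that plate plus 3 SD, cut at about 35% in these data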;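 note: 0% = DMSO alone and 100% = 100 µM mitoxantrone as full dye displacement; higher means more dye released from RNA so lower well fluorescence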
TCR CD3 inh – inhibitors of human TCR-CD3 interaction | TAMRA-labeled TCR probe fluorescence, biochemical | inhibition, % at 9.4 µM | hit rate 0.37% among 360,000; in the data active = inhibition above about 19%;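 note: recombinant mutant TCR 2C K166C tagged with TAMRA read by polarization; 0% = receptor in buffer alone and 100% = receptor with positive control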
HTRA1 inh – HTRA1 (human) protease inhibition. inhibition, % at 5.96 µM. hit rate 0.5% among 340,000. recombinant HTRA1, FP-rhodamine activity-based probe, fluorescence polarization. Q92743; in the data active = inhibition above about 36%;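 note: 0% = enzyme with DMSO and 100% = wells lacking enzyme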
SIAE inh – blocks human sialic acid acetylesterase | SIAE FP-Rh probe binding, fluorescence polarization | inhibition, % at 9.66 µM | hit rate 0.69% among 370,000 | AID 1053197;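 active = inhibition above a cutoff: mean of compounds within the control limits plus 3 SD of those, cut at about 17% in these data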;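 note: 0% = plate median of compound wells and 100% = probe without SIAE protein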
LEDGF integ inh – blocks HIV-1 LEDGF/p75-dependent DNA integration; hit rate 0.64% among 370,000; inhibition, % at 3.7 µM; AID 743269; TR-FRET IN-LEDGF/p75 DNA integration, Eu/Cy5;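 active = inhibition above the screen-wide mean plus 3 SD, cut at about 13% in these data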;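 note: signal is the Cy5 over europium emission ratio at 671 and 618 nm; 0% = plate median of compound wells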
PRMT1 inh – inhibitors of human PRMT1. hit rate 1.3% among 370,000. recombinant PRMT1, activity-based probe fluorescence polarization. inhibition, % at 2.79 µM;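 active = inhibition above about 21% made by adding two undisclosed values, limit read from the data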
* marks the source's active call; other numbers are inactive results; nt = no result given.

SMILES | TDP2 absorb | MBD2 inh | ABHD4 inh | NPR2 activator | rCAG RNA binder | TCR CD3 inh | HTRA1 inh | SIAE inh | LEDGF integ inh | PRMT1 inh
COc1ccccc1C(=O)NC(CCSC)C(=O)OCC(=O)NC(=O)NCc1ccco1 (stereo not given) | 7 | -3 | 0 | -2 | -2 | 7 | -3 | 0 | 1 | -1
Fc1ccc2c(c1)C(c1ccncc1)=NNC(c1ccc(Br)cc1)=N2 | 7 | -3 | 7 | 1 | 3 | -6 | 6 | 0 | -3 | 0
CC1CCCCN1S(=O)(=O)c1cccc2cccnc12 (stereo not given) | -9 | -1 | 5 | 2 | 1 | 4 | -1 | 1 | 2 | -11
CN(C)Cc1c(O)ccc2[nH]cnc12 | 3 | 3 | 3 | 3 | -2 | -5 | 2 | 0 | -4 | -1
CCOc1ccc(-n2c(=O)c3c4c(sc3n(CC(=O)NCC3CCCO3)c2=O)CCC4)cc1 (stereo not given) | -2 | -4 | -6 | 1 | 4 | 0 | -3 | -15 | 2 | -1
CN(C)c1cccc(/C=C(\C#N)c2ccccc2)c1 | 1 | -7 | 14 | -9 | 2 | 6 | -10 | 5 | 3 | -1
Cc1cc(C)c2c(n1)SCC(=O)N2CC(=O)Nc1c(C)cccc1C | 11 | -6 | -3 | 4 | 1 | 9 | -1 | -2 | 3 | -2
Cc1cccc(NC(=O)CSc2nc(-c3ccccc3)c(C#N)c(=O)[nH]2)c1C | 5 | -5 | 0 | 4 | 33 | 9 | -4 | -4 | -1 | 4
CCCCc1c(-c2ccc(F)cc2)ncn1CCc1ccccc1OC | 0 | -1 | 1 | -3 | 2 | 5 | nt | 2 | 2 | -1
CCNC(=O)C(Sc1ccccc1)c1ccccc1 (stereo not given) | 9 | -7 | 0 | 0 | 4 | -1 | -2 | 9 | -2 | -1
Cc1ccc(O)c(N=CC2=C(O)c3ccccc3C2=O)c1 | 5 | -12 | 34* | 0 | 51* | 12 | 44* | -1 | -1 | 4
CCOC(=O)N1CCN(C(=S)NC2CCCC2)CC1 | 2 | -4 | -1 | 7 | -4 | 4 | 2 | 4 | 1 | -1
Cn1c(CCNC(=O)c2cccs2)nnc1SCC(=O)Nc1nc(-c2ccccc2)cs1 | -7 | 4 | 1 | 1 | 0 | -4 | -13 | -7 | -6 | 2
O=C(NC1CCCCN(Cc2ccc(OC(F)(F)F)cc2)C1=O)c1ccc2ccccc2c1 (stereo not given) | -3 | 3 | -5 | -4 | 2 | nt | nt | -15 | -3 | 1
CCN(C(=O)CSc1ncccn1)c1c(N)n(Cc2ccccc2)c(=O)[nH]c1=O | 2 | 0 | -4 | 4 | 2 | 3 | -1 | 0 | -4 | 2
Cc1ccc(C=NNC(=O)C(=O)Nc2ccc(Cl)c([N+](=O)[O-])c2)cc1 | -8 | -3 | 4 | -5 | 2 | 4 | nt | 3 | 0 | -1
COC(=O)C1CC(Cl)CN1c1ncc(C(F)(F)F)cc1Cl (stereo not given) | -5 | -3 | 2 | -3 | 0 | -3 | 0 | -8 | 0 | 4
O=C(NC12CC3CC(CC(C3)C1)C2)N1CCN(c2ccccn2)CC1 | -8 | 4 | 6 | 2 | -5 | -2 | -9 | -3 | 49* | -1
CC(C)(C)c1cccc(Oc2nn[nH]n2)c1 | 3 | -5 | 4 | 2 | 1 | 7 | 4 | 5 | 3 | 0
C[C@@]12CCC[C@@](C)(C(=O)O)C1CC[C@@]13C[C@@H](NCc4ccccc4)[C@@](C)(CCC12)C3 (stereo not given in full) | -5 | 0 | 5 | 3 | 3 | 5 | -8 | -9 | 2 | -3
COc1ccc(CN2C(=O)c3ccccc3C2c2nnnn2-c2c(C)cccc2C)cc1OC (stereo not given) | 3 | -5 | -2 | 0 | 4 | -4 | nt | 4 | 1 | 4
CC(CNC(=O)c1ccc(NC2=NC3CS(=O)(=O)CC3S2)cc1)c1ccccc1 (stereo not given) | -7 | 5 | 6 | 4 | 5 | 5 | 4 | -2 | -1 | -3
CCCCCCN1C[C@H](n2cc(-c3ccc(F)cc3)nn2)[C@@H](O)C[C@@H]1c1ccccc1 | -9 | 7 | -10 | 2 | 2 | 0 | -16 | 5 | -4 | 3
O=C(O)C1C2C=CC(C2)C1C(=O)Nc1cccc(C(=O)N2CCCCC2)c1 (stereo not given) | -6 | 0 | -4 | nt | -1 | 1 | 5 | -7 | -4 | 0

Rewritten as tab-separated lines: part of the list above
compound	TDP2 absorb	MBD2 inh	ABHD4 inh	NPR2 activator	rCAG RNA binder	TCR CD3 inh	HTRA1 inh	SIAE inh	LEDGF integ inh	PRMT1 inh
CCN(C(=O)CSc1ncccn1)c1c(N)n(Cc2ccccc2)c(=O)[nH]c1=O	2	0	-4	4	2	3	-1	0	-4	2
Cc1ccc(C=NNC(=O)C(=O)Nc2ccc(Cl)c([N+](=O)[O-])c2)cc1	-8	-3	4	-5	2	4	nt	3	0	-1
COC(=O)C1CC(Cl)CN1c1ncc(C(F)(F)F)cc1Cl (stereo not given)	-5	-3	2	-3	0	-3	0	-8	0	4

The list goes on:
SMILES | TDP2 absorb | MBD2 inh | ABHD4 inh | NPR2 activator | rCAG RNA binder | TCR CD3 inh | HTRA1 inh | SIAE inh | LEDGF integ inh | PRMT1 inh
Cc1ccccc1C(=O)NCC(c1ccco1)N1CCc2ccccc21 (stereo not given) | 12 | -3 | -1 | -9 | 1 | 9 | -2 | 16 | -2 | 2
C/C(=N\NC(=O)c1cc(-c2cccc([N+](=O)[O-])c2)n[nH]1)c1ccc(F)cc1 | -3 | -1 | -1 | 0 | 7 | 4 | nt | -1 | 6 | -5
CCc1nccn1-c1cc(C(C)(C)C)nc2c(-c3ccc(Cl)cc3)cnn12 | 4 | 0 | 8 | -2 | 8 | 3 | 0 | 8 | 0 | -1
CC(C)C(C)NC(=O)CN1C(=O)NC2(CCc3ccccc32)C1=O (stereo not given) | -2 | 1 | 4 | 2 | 2 | -3 | 1 | -10 | 0 | 1
Cc1nnc(SCC(=O)Nc2ccccc2)n(N)c1=O | -3 | -2 | -1 | -2 | 1 | 3 | 1 | 5 | 3 | 0
CCn1c(SCC(=O)C(C)(C)C)nnc1-c1cccnc1 | -1 | -3 | 2 | -4 | -4 | 2 | -7 | -2 | 0 | 6
CCC(=O)n1nc(NCc2ccccc2OC)nc1NCc1ccccc1OC | 2 | 0 | -3 | -3 | -7 | -2 | -13 | 2 | 0 | -2
Cc1ccc(S(=O)(=O)C2(S(=O)(=O)c3ccc(C)cc3)CC2)cc1 | 3 | 3 | 3 | 5 | -2 | -1 | -2 | -11 | -1 | 5
O=C(COC(=O)c1cc(S(=O)(=O)N2CCOCC2)ccc1F)Nc1ccccc1C(F)(F)F | 5 | 5 | -6 | 2 | -1 | 11 | 1 | 0 | -6 | -1
O=c1[nH]cnc2c1nc(NCc1ccccc1)n2C1O[C@@H](CO)[C@H](O)[C@@H]1O (stereo not given in full) | 10 | 2 | 1 | 3 | -1 | -6 | -3 | 1 | 1 | -1
Nc1nc(-c2ccccc2)c(-c2ccccc2)n1N | 15 | -1 | -6 | -1 | 0 | 1 | 4 | 2 | 1 | -4
Cn1nc(C(F)(F)F)c(-c2ccc(Br)cc2)c1NC(=O)c1ccco1 | 3 | 3 | -6 | -9 | -9 | 0 | -19 | -8 | -2 | 2
CC1Cc2nc(SCC(=O)Nc3ccc4c(c3)OCO4)n(Cc3ccccc3)c(=O)c2S1 (stereo not given) | 5 | 2 | 0 | 8 | 11 | -4 | -13 | 1 | -2 | 2
CC(C)=CCN1CCN(Cc2nc(-c3ccccc3)cs2)CC1CCO (stereo not given) | 6 | 1 | -2 | 4 | -6 | 2 | -1 | -5 | 0 | 1
COC(=O)C1=C(C)NC(C)=C(C(=O)OC)C1C(=O)OCc1nnc(-c2ccccc2)o1 | -3 | 2 | 2 | 4 | -4 | 3 | 1 | 2 | 2 | 2
COC(=O)[C@H](C)NC(=O)Nc1cccc(C(F)(F)F)c1 | -14 | 5 | -11 | 3 | 4 | 0 | 4 | -3 | 1 | -1
CCn1c(SCC(=O)NCc2ccccc2)nc2ccccc2c1=O | 13 | -1 | -4 | -5 | -4 | 4 | 0 | 3 | -2 | -1
Cc1ccc2nsnc2c1NC(=O)c1cncc(Br)c1 | -9 | -6 | -7 | -2 | 2 | -2 | 4 | -4 | 2 | 4
CCn1c(C)nnc1SCC(=O)NC1CCCCCC1 | 4 | 2 | 1 | 4 | -6 | -5 | -3 | -4 | 4 | -1
CN(C1CCCC1)C1CCN(C(=O)CNC(=O)/C=C/c2ccccc2)CC1 | 12 | -4 | -5 | 9 | 8 | 4 | 4 | 3 | -1 | -4
N#CCC(=O)Nc1ccc(C(=O)OCC(=O)NC(=O)NCc2ccco2)cc1 | -1 | 2 | -53 | -3 | 26 | -4 | -4 | -51 | 2 | 5
COCCn1c(SC(C)C(=O)NCC2CCCO2)nc2scc(-c3ccc(F)cc3)c2c1=O (stereo not given) | 8 | -2 | -3 | -4 | -3 | 5 | -5 | 6 | -2 | -2
COc1ccc(-c2nc(N)ncc2-c2ccc(OC)c(OC)c2)c(O)c1 | -4 | 6 | -4 | -2 | -5 | 3 | 0 | -1 | 1 | -8
N#Cc1nc(COc2ccc(F)cc2)oc1N1CCN(Cc2ccccc2)CC1 | -13 | 6 | -23 | -2 | 1 | -6 | -11 | -10 | -4 | 5
O=C(CCn1c(=S)[nH]c2ccccc2c1=O)NCCCN1CCCC1=O | -8 | -3 | 3 | 1 | -4 | -2 | 9 | 0 | -1 | -2
O=C(CC1NCCNC1=O)Nc1ccc2c(c1)OCO2 (stereo not given) | 9 | 1 | 3 | -4 | 4 | -2 | 8 | -4 | 1 | -2
CC(C)n1nnnc1C1c2ccccc2C(=O)N1Cc1cccs1 (stereo not given) | 3 | 6 | 7 | 0 | -2 | -8 | nt | -3 | -5 | 2
O=C(NC1CCCCC1)c1ccccc1NC(=O)C1CC(=O)N(c2ccc(Cl)cc2)C1 (stereo not given) | 4 | 2 | -3 | -6 | 3 | -3 | -3 | 11 | -1 | 3
O=C(CSc1ccc2nnc(-c3ccccc3)n2n1)NCC1CCCO1 (stereo not given) | 5 | 3 | -7 | 1 | -2 | 4 | 7 | 0 | 0 | -1
COc1ccc(C(=O)Nc2ccncc2)c(OC)c1 | 6 | 3 | 3 | 0 | 0 | -1 | 0 | -1 | -2 | -1
COc1ccc(C(=O)C2CCN(c3ncnc4sccc34)CC2)cc1 | 4 | 4 | -2 | -4 | nt | nt | nt | 0 | -2 | 2
COc1ccccc1C/C(N)=N/OC(=O)c1cccs1 | 7 | 1 | -2 | 1 | -3 | 4 | 2 | 5 | 3 | -3
C/C(=N\NC(=O)Cn1c(-c2ccccn2)nc2ccccc21)c1cccc(O)c1 | -4 | -2 | -9 | -3 | 3 | 9 | -2 | 4 | -3 | 0
COC(=O)Cc1[nH]c(Cl)nc1C(N)=O | 5 | -2 | -4 | 1 | 1 | 1 | nt | -3 | -2 | -3
Cc1ccc(Cn2cc(COC(=O)N3CCCC3)nn2)cc1 | 16 | 7 | 1 | 2 | 1 | nt | nt | 10 | 3 | 1
CCCCN1C[C@H](CO)Oc2cccc(F)c2S1(=O)=O | 0 | -4 | 3 | 3 | 1 | 8 | 0 | 4 | 1 | 0

These rows are one share of the data; the hit share may differ from the screen's.
